# Source: PubChem
# HCMV inh = inhibitors of human cytomegalovirus. AID 1259415. activity change, negative = inhibition, % at 57.5 µM. 410,000 compounds, 4.5% hits. HFF cells, HCMV-luciferase reporter, 72 h; active compounds read low; in the data active = activity change below about -60%; inconclusive = no clear call, values can overlap the other calls; inactive = above about -39%
#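 Inhibition of viral replication was scored as loss of reporter luminescence in HFFs infected with HCMV-luciferase (MOI 1 PFU/cell) for 72 h; compounds tested at 2 doses, normalized to buffer and Salinomycin controls.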
# LmPK inhibitor = inhibitors of Leishmania mexicana pyruvate kinase; Q27686; purified LmPK, Kinase-Glo ATP luminescence, 1 h; Potency, µM (series often up to 57.5 µM), for inactives: top-dose activity change, negative = inhibition, most hits filed as inhibitors; 290,000 compounds, 0.37% hits; also: potency is read from the fitted curve at half-maximal effect
# Target sequence (Q27686 whole entry, looked up): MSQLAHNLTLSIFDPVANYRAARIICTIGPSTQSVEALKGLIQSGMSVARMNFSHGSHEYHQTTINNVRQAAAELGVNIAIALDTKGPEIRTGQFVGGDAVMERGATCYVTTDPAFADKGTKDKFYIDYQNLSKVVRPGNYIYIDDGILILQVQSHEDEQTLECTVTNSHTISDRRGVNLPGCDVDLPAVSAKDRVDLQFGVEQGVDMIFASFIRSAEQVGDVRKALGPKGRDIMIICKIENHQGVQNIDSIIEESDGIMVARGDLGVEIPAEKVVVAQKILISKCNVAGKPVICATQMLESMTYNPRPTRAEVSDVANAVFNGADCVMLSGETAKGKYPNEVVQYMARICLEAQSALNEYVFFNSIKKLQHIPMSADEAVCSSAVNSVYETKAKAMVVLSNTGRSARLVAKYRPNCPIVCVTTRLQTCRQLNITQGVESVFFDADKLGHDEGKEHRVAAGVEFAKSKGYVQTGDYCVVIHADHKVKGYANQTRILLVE
#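 Kinase-Glo luminescence read after 1 h RT reaction of 0.1 nM LmPK with 0.5 mM PEP and 0.1 mM ADP. Activity scaled between uninhibited and enzyme-free controls.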
# AmpC no deterg = AmpC beta-lactamase inhibition without detergent. 330,000 compounds, 0.52% hits. AID 485341. Potency, µM (series often up to 57.1 µM), for inactives: top-dose activity change, negative = inhibition, actives largely listed as inhibitors. AmpC nitrocefin hydrolysis, absorbance 480 nm, 0.0001% Triton;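 also: potency is read from the fitted curve at half-maximal effect; plate controls were no compound for no effect and no enzyme for full effect; nearly all actives have a fitted effect of over 20% in size; some results filed as inactive show a strong effect at the top dose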
# Target sequence (P00811 whole entry, looked up): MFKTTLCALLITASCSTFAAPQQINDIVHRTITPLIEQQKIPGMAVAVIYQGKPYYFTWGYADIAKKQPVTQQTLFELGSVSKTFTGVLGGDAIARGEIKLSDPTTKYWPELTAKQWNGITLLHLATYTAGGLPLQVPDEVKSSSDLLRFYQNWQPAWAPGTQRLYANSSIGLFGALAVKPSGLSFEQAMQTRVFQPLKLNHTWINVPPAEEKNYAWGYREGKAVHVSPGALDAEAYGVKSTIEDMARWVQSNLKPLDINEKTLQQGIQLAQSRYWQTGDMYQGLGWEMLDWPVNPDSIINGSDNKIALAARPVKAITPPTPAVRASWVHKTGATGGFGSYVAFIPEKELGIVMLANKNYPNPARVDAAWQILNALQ
#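 20 mM phosphate pH 7.0 + 0.01% (detergent screen) or 0.0001% Triton X-100; 5.3 nM AmpC reagent; cpd preinc 15 min RT; nitrocefin (800 uM stock) to start; A480 q20 s × 4 min; Activity was normalised to no-enzyme and no-compound control wells.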
# AMA1-RON2 inh = disrupts binding of P. falciparum AMA1 to RON2. Potency, µM (titrated, usually from 58.2 µM), for inactives: at the top dose activity change, negative = inhibition, usual class: inhibitors. AlphaScreen AMA1-biotinylated RON2 peptide binding. AID 720542. 360,000 compounds, 0.2% hits;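 also: potency is read from the fitted curve at half-maximal effect; 0% = vehicle wells and -100% = peptide control; nearly all actives have a fitted effect of over 45% in size; some results filed as inactive show a strong effect at the top dose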
#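 AMA1 (3D7) with his tag at 25 nM final met compounds first, then biotinylated RON2 peptide at 25 nM; detection used donor plus acceptor beads, 10 µg/mL apiece, read by AlphaScreen after 30 min at room temperature.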
# Tb PYK inh = blocks Trypanosoma brucei pyruvate kinase | Q57TT1 | TbPYK enzyme, Kinase-Glo Plus ATP luminescence, 45 min | Potency, µM (titrated, usually from 76.8 µM), inactives show top-dose activity, negative = inhibition, usual class: inhibitors | 410,000 compounds, 0.12% hits | AID 624173; also: potency is read from the fitted curve at half-maximal effect; nearly all actives have a fitted effect of over 50% in size
#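 Assay buffer: 50 mM TEA pH 7.2, 100 mM KCl, 10 mM MgCl2, 0.05% BSA, 0.01% Tween-20. Pyruvate kinase from T. brucei plus substrate met compound, then ADP (130 uM final). Luminescence was read post 45 min RT.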
# AmpC detergent = inhibitors of E. coli AmpC beta-lactamase with detergent; P00811; AmpC hydrolysis of nitrocefin, absorbance 480 nm, 0.01% Triton; Potency, µM (doses to about 114 µM), without a hit: top-dose activity change, negative = inhibition, most hits filed as inhibitors; 370,000 compounds, 0.041% hits; AID 485294;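 also: potency is read from the fitted curve at half-maximal effect; 0% = no-compound wells and -100% = no-enzyme wells; nearly all actives have a fitted effect of over 25% in size; some results filed as inactive show a strong effect at the top dose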
#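 20 mM phosphate pH 7.0 + 0.01% (detergent screen) or 0.0001% Triton X-100; 5.3 nM AmpC reagent; cpd preinc 15 min RT; nitrocefin (800 uM stock) to start; A480 q20 s × 4 min; Activity was normalised to no-enzyme and no-compound control wells.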
# HCV inhibitor = HCV inhibition; 340,000 compounds, 3.4% hits; Huh7.5.1 HCVcc-Cre infection, luciferase reporter, 44 h; Potency, µM (series often up to 41.8 µM), inactives show at the top dose activity change, negative = inhibition, most hits filed as inhibitors; also: potency is read from the fitted curve at half-maximal effect
#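 Reporter virus HCVcc-Cre (~0.5 moi) infects cells exposed to compound; seeding density 1,000 cells/well with 4 h settling beforehand. Luminescence, 15 sec read, taken 44 h post-infection following a 15 min RT substrate incubation.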
# Starred values were filed as active, the others as inactive; ? = inconclusive; nt = no result given; & = joins results of further samples; [ ] = dose if it differs, or a comment. Unless noted, calls follow the shape of the dose curve; as a rule, active = well fitted curve in the direction sought with a large enough effect; inconclusive = small, poorly fitted or top-dose-only effect, or another doubt; inactive = no such curve, though single readings can be large; an effect the other way counts as inactive or inconclusive. Unless noted, % is scaled to controls: 0 for no effect and ±100 for the full control effect.
SMILES,HCMV inh,LmPK inhibitor,AmpC no deterg,AMA1-RON2 inh,Tb PYK inh,AmpC detergent,HCV inhibitor
CC1=C(C(=O)Nc2cccc(C(F)(F)F)c2)C2(CCCCCC2)OC1=O,0,nt,nt,nt,-7%[15.4 µM],-4%,nt
COC(=O)C1=C(C(=O)OC)[C@@H]2N(C)c3ccccc3[C@@]23C[C@@H](C(=O)OC)N(C(=O)COCc2ccccc2)C3=N1,nt,-2%[11.5 µM],152%[activator],-6%,3%,-5%,17%
COc1ccc(N(CC(=O)Nc2ccc(C)cc2C)S(=O)(=O)c2c(C)n[nH]c2C)cc1,-12,6%,84%[activator],8%,-2%,1%,-28%
Cc1cc(NC(=O)c2cccc(F)c2)ncc1NC(=O)c1ccco1,110,?,-7%,-19%,?,?,-29%
CCn1c(SCC(=O)Nc2ccc(NC(C)=O)cc2)nnc1C1CC1,17,1%,-20%,13%,-5%,?,-7%
COc1ccccc1NC(=O)C(=O)Nc1ccccn1,107,-14%,14%,8%,-2%,-8%,-19%
O=C(CNCc1ccc(Cl)cc1)NCc1ccco1,-38,-5%,-2%,?,15%,-5%,1%
CCOc1ccc(-c2cn3nc(CC(C)C)sc3n2)cc1,45,nt,nt,nt,5%,9%,nt
Nn1c(Cc2cccc3ccccc23)nnc1SCC(=O)N1CC(=O)Nc2ccccc21,-39,6%,14%,-1%,4%,0%,9%
CN(C)CCNc1ncnc2c1cnn2-c1ccc(Cl)cc1,149,14%,17%,0%,0%,-12%,?
O=C(c1cccc([N+](=O)[O-])c1)N1CCN(C/C=C/c2ccccc2)CC1,31,-2%,111%[activator],-11%,-5%,9%,-7%
Cc1cc(S(=O)(=O)NCCCn2ccnc2)c(C)cc1Cl,-12,0%,1%,-6%,1%,?,-3%
CCN(c1cccc2ccccc12)S(=O)(=O)c1cccs1,?,nt,-34%,-2%,2%,nt,-22%
C/C(=N\NC(=O)C1(C)CC1(Br)Br)c1cccc(NC(=O)C(C)(C)C)c1 (stereo not drawn),-20,1%,-20%,-1%,-5%,-11%,-5%
CCOc1ccccc1CN1CCNC(=O)C1CC(=O)N(C)CCc1cnn(C)c1 (stereo not drawn),-30,-19%,5%,-6%,0%,1%,15%
CCCOC(=O)c1c(NC(=O)/C=C/c2cnn(C)c2C)sc(C(=O)OCC)c1C,4,7%,-10%,4%,-2%,0%,?
S=C(N/N=C/c1cccc2ccccc12)Nc1cccc(Cl)c1,-21,4%,-45%,43%[activator],-1%,-1%,-27%
CN(C)CCNC(=O)c1cccc(S(=O)(=O)Nc2ccccc2F)c1,36,-1%,-15%,-12%,6%,-4%,7%
O=C(OCC(=O)N(CCc1ccccc1)Cc1ccccc1)c1ccccc1O,-9,nt,-15%,-11%,-6%,4%,-4%
CCC(=O)Nc1nnc(SCc2ccc(F)cc2)s1,-6,0%,-6%,4%,3%,2%,10%

# Single records, from the list above. Screens in order: HCMV inh, LmPK inhibitor, AmpC no deterg, AMA1-RON2 inh, Tb PYK inh, AmpC detergent, HCV inhibitor
# `O=C(c1cccc([N+](=O)[O-])c1)N1CCN(C/C=C/c2ccccc2)CC1` reads 31, -2%, 111%[activator], -11%, -5%, 9%, -7%
# `C/C(=N\NC(=O)C1(C)CC1(Br)Br)c1cccc(NC(=O)C(C)(C)C)c1` (stereo not drawn) reads -20, 1%, -20%, -1%, -5%, -11%, -5%
# `CCOc1ccccc1CN1CCNC(=O)C1CC(=O)N(C)CCc1cnn(C)c1` (stereo not drawn) reads -30, -19%, 5%, -6%, 0%, 1%, 15%

# Following part.
SMILES,HCMV inh,LmPK inhibitor,AmpC no deterg,AMA1-RON2 inh,Tb PYK inh,AmpC detergent,HCV inhibitor
O=C(NCc1ccco1)c1nc2c(nnn2Cc2cccc(Cl)c2)c(=O)[nH]1,3,2%,-31%,20%,6%,-17%,23%
CCCc1[nH]n(-c2ccc([N+](=O)[O-])cc2)c(=O)c1C=NCCc1ccc(OC)c(OC)c1,7,9%,-17%,-4%,1%,3%,-30%
O=C1CC(c2ccc3c(c2)OCO3)C2=C(CCCC2=O)N1 (stereo not drawn),-9,-7%,-9%,3%,-3%,0%,21%
CCOC(=O)c1c(C)[nH]c(C)c1C(=O)CSc1nnc(-c2ccc(OC(F)F)cc2)o1,?,16%,-11%,-10%,-2%,4%,?
O=C(Cc1n[nH]c(=O)c2ccccc12)NCc1ccccc1,17,-1%,-15%,4%,5%,-7%,-6%
O=[N+]([O-])c1ccccc1S(=O)(=O)n1cnc2ccccc21,-34,13%,-15%,-20%,-1%,-4%,5%
Cc1ccc(-c2nnc(SCC#CCOC(=O)c3ccco3)o2)cc1,40,-2%,-14%,1%,-2%,-1%,-3%
Cc1cc2c(cc1NC(=O)c1ccccc1C)n(C)c(=O)c(=O)n2C,-2,nt,nt,nt,-3%,-3%,nt
Cc1ccc(Cn2c(CNC(=O)Cc3cccc(C)c3)nc3cccnc32)cc1,-7,nt,nt,nt,-1%,5%,nt
CC(=O)N(c1ccc(N(C(C)=O)S(=O)(=O)c2cccs2)cc1)S(=O)(=O)c1cccs1,1,8%,-7%,5%,?,-4%,-19%&-1%
CC1Cc2ccccc2N1C(=O)Cn1cnc2ccccc21 (stereo not drawn),-8,-1%,-3%[2.29 µM],0%,6%,-11%,?
Cc1ccc(Cl)cc1NC(=O)Nc1c(C)n(C)n(-c2ccccc2)c1=O,-39&12,1%,-21%,-5%,0%&3%,?,1%
CCOC(=O)c1c(NC(=O)c2nc(SCC)ncc2Cl)sc2c1CCCC2,19,nt,nt,nt,-7%,14%,nt
CC(C)(C)c1nnc(SCC(=O)c2ccccc2)n(N)c1=O,11,3%,-9%,10%,-10%,-8%,-10%
Cc1ccc(-n2c(COc3ccccc3)n[nH]c2=S)cc1,?,-2%,-17%,62%[activator],?,7%,32%[activator]
CC(C)(C)n1nnnc1C(c1cccs1)N(Cc1ccc(Cl)cc1)CC1CCCO1 (stereo not drawn),-70*,1%,nt,15%,2%,0%,?
CCCCC1=NN2CCS(=O)(=O)N=C2S1,-27,3%,-19%,-1%,-10%,7%,2%
O=C1NC(=O)/C(=C\c2ccc(OCc3cccc([N+](=O)[O-])c3)cc2)N1,-34,-17%,-29%,8%,2%,8%,18%
COc1ccc(CNC(=O)C2Cc3c(-c4ccccc4)ccnc3O2)cc1OC (stereo not drawn),32,nt,nt,1%,5%,nt,nt
COc1ccc(Cl)cc1S(=O)(=O)Nc1cccc(C(=O)O)c1,-21,4%,-5%,16%,-2%,-14%,2%
CCCCNC(=O)N(O)C1N(/N=C/c2ccc(N(C)C)cc2)C(=S)SC1(C)C (stereo not drawn),22,-1%,-3%,-10%,-1%,-8%,14%
COc1ccc(N2CCN(S(=O)(=O)CCNC(=O)c3ccc(Br)o3)CC2)cc1,-29,0%,-3%,0%,7%,-1%,-30%
Cc1ccc(CONC(=O)c2ccc(Cl)cc2)cc1,-16,nt,-10%,-3%,5%,1%,5%
COc1cccc(-c2csc(-c3c(N)c(C(=O)c4ccccc4)n4ccccc34)n2)c1,-24,nt,nt,nt,1%,31%[activator],nt
CCOC(=O)c1nn2c(C(F)(F)F)cc(-c3ccc(OC)cc3)nc2c1Br,-14,8%,-18%,13%,-1%,?,?
O=C1CC(N2CCN(c3ccccc3O)CC2)C(=O)N1Cc1ccccc1 (stereo not drawn),2,6%,20%,12%,2%,2%,5%
O=C(NNC(=S)Nc1ccccc1)NNC(=S)Nc1ccccc1,-29,1%,-34%,52%[activator],-16%,2%,7%
N#CC1=C(SCc2ccccc2)NC2=C(C(=O)CCC2)C1c1ccc2c(c1)OCO2 (stereo not drawn),-24,4%,-30%,54%[activator],?,-12%,-16%
OC(c1ccc(Cl)c(F)c1)c1ncc(-c2ccc(F)cc2)[nH]1 (stereo not drawn),10,nt,nt,-18%,0%,nt,nt
CCC(C)(CC(=O)N(C)CCC#N)c1ccccc1 (stereo not drawn),36,-1%,-14%,5%,2%,-1%,-3%
Cc1ccc2nc(SCC(=O)Nc3ccc(F)cc3F)[nH]c2c1,?,3%,-33%,22%,-5%,2%,-19%
Cc1ccccc1C(=O)N1CCC(C(=O)Nc2cc(C(F)(F)F)ccc2N2CCCC2)CC1,-14,nt,161%[activator],11%,2%,-3%,-24%
COCC(=O)OCC(=O)Nc1cc(C)c(C)cc1[N+](=O)[O-],?,3%,0%,-19%,-8%,?,5%
Cc1ccc(NC(=O)Cn2c(=O)n(Cc3nc(C)no3)c(=O)c3cc4c(cc32)OCO4)c(Cl)c1,3,nt,nt,nt,4%,22%,nt
Cc1cn([C@H]2C[C@H](O)[C@@H](CCC(=O)NC(c3ccccc3)c3ccccc3)O2)c(=O)[nH]c1=O,-9,nt,nt,-1%,3%,nt,-7%
CC(C)C(=O)N1CCC1(C)C(=O)Nc1ccc(-n2cccc2)cc1 (stereo not drawn),-5,nt,nt,-3%,-5%,nt,nt
Cc1csc(=Nc2ccccc2)n1CCCN1CCCC1=O,6,0%,-4%[2.29 µM],-7%,-10%,-11%,-20%
N#C/C(=N\Nc1ccc(S(=O)(=O)N2CCOCC2)cc1)C(N)=S,0,-5%,-21%,94%[activator],-21%,1%,1%
COc1ccc(-c2cc(C(F)(F)F)c3c(n2)sc2c(O)cc(=O)[nH]c23)c(OC)c1,30,0%,35%,10%,7%,0%,-5%
CN(C(=O)COC(=O)c1cccc(S(=O)(=O)N2CCCCCC2)c1)C1CCS(=O)(=O)C1 (stereo not drawn),2,nt,-2%,-6%,0%,-13%,-1%
Cc1cc(NC(=O)CSC2=NS(=O)(=O)c3cc(F)ccc3N2)no1,20,nt,-16%,3%,-4%,?,18%
Cc1ccc(-c2nnn(CC(=O)N(CC(=O)NCC3CCCO3)c3ccccc3)n2)o1 (stereo not drawn),11,3%,-1%,-3%,-3%,?,?
COc1cc(Cl)ccc1OC1(C)CCN(Cc2cccc(OC)c2OC)C1 (stereo not drawn),?,nt,nt,-18%,5%,nt,nt
COc1ccccc1CNC(=O)c1cc2sccc2n1Cc1ccc(F)cc1,-4,nt,nt,nt,7%,-1%,nt
COc1ccccc1OCCn1cc(C=O)c2ccccc21,-10,-2%,-6%,-3%,-2%,-14%,7%
CC1C=CCC2C(=O)N(c3ccc(OC(=O)c4ccco4)cc3)C(=O)C12 (stereo not drawn),-15,-3%,-2%,-10%,12%,-14%,-1%
O=c1oc2ccccc2c(NCc2ccccc2F)c1[N+](=O)[O-],5,5%,-20%,-13%,-7%,-1%,-1%
O=C(O)C1CCc2sc3[nH]c(=S)n(-c4ccccc4)c(=O)c3c21 (stereo not drawn),33,-8%,-50%,50%[activator],?,-4%,26%
